Compound activity from PubChem.
tim23-1 inh = inhibits growth of tim23-1 mutant yeast; 1.3% of 330,000 active; inhibition, % at 20 µM; S. cerevisiae tim23-1 growth, BacTiter-Glo luminescence, 24 h; AID 463212;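 active = growth inhibition of the mutant yeast at or above 50%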;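 also: temperature-sensitive mutant grown at 25 °C; plate controls were DMSO-treated mutant yeast for no effect and medium wells lacking yeast for full effect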
NLRP3 yeast inh = inhibitors of NALP3 inflammasome in yeast; Yeast reconstituted NLRP3/ASC/caspase-1, beta-gal luminescence, 24 h; inhibition, % at 10 µM; 0.39% of 330,000 active; AID 2825;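 active = inhibition of 50% or more; inactive = inhibition below 50%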;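 also: plate controls were induced DMSO wells for no effect and uninduced yeast grown without galactose for full effect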
tim10-1 inh = tim10-1 yeast growth inhibition; AID 463190; inhibition, % at 20 µM; S. cerevisiae tim10-1 ts strain growth, BacTiter-Glo, 24 h; 2.2% of 330,000 active;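 active = inhibition of at least 40%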;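 also: mutant grown at 25 °C; 0% = DMSO wells with yeast and 100% = wells holding no yeast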
NR3A LBD binder = modulators (binders) of human NR3A ligand-binding domain. NR3A LBD differential scanning fluorimetry, Tm shift; 0% = protein alone, 100% = glycine-bound protein. Tm shift relative to glycine control, % at 25 µM. 2.5% of 340,000 active. AID 1259313;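 active = melting temperature shift of at least 10% of the positive control shift, at one fixed dose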
beta cell repl = induces beta-cell replication in MIN6 cells | MIN6 cells proliferation, ATPlite luminescence, 48 h; cells starved in 0.2% serum; 100% = growth in 10% serum | proliferation, % at 10 µM | 0.29% of 330,000 active | AID 2380;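 active = compounds whose signal lies at least 3.5 SD above the mean of all wells on their plate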;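 also: 0% = DMSO-treated cells in low-serum medium and 100% = 10% serum control; some compounds called inactive have numbers as strong as hits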
MPTP inh = permeability transition pore inhibition. AID 602449. isolated mouse mitochondria, Ca2+ swelling absorbance, 30 min. 1.4% of 360,000 active. inhibition, % at 10 µM;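 active = inhibition of 50% or more, scaled per plate between neutral and stimulator controls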;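 also: 0% = DMSO wells given calcium and 100% = 1 mM EGTA wells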
APJ antag = blocks the human apelin receptor APJ; P35414; CHO-K1 APJ beta-arrestin complementation, luminescence; inhibition, % at 20 µM; 0.32% of 330,000 active; AID 2521;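 active = inhibition above about 40% at 20 µM, limit read from the data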;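 also: cells challenged with 10 nM apelin-13 agonist together with compound; plate controls were apelin-13 plus DMSO wells for no effect and DMSO wells lacking apelin-13 for full effect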
Target sequence (P35414 whole entry, looked up): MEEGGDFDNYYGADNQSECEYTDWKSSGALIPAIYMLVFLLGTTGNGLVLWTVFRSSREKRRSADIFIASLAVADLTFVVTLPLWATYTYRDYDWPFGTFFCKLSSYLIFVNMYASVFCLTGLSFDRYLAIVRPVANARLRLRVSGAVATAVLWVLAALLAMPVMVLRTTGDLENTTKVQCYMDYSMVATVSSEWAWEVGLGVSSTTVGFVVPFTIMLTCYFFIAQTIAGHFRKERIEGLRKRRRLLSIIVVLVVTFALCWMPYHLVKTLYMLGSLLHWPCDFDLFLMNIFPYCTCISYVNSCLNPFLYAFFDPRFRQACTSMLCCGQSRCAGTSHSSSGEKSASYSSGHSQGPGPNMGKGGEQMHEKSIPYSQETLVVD
APJ ag = APJ receptor agonism; P35414; CHO-K1 APJ PathHunter beta-arrestin, luminescence; 0% DMSO wells, 100% apelin; activation, % at 20 µM; 0.11% of 330,000 active; AID 2520;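 active = activation more than six SD over the plate average, tested at 20 µM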;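 also: 0% = DMSO alone and 100% = apelin-13 at 10 nM; some results filed as inactive read as strong as hits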
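Assay system – PathHunter CHO-K1 APJ (AGTRL-1) beta-arrestin reporter cells · Compound – one dose, 20 µM compound, 1% DMSO · Timing – compound 90 min 25 °C, reagent 1 h · Measured by – luminescence from split beta-galactosidase complementation, Galacton Star/Emerald II substrate · Measure – beta-arrestin recruitment to APJ as agonist activity, luminescent signal · Benchmarks – DMSO vs Apelin-13 10 nM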
TIM10 inh = growth inhibitors of TIM10 yeast strain. S. cerevisiae TIM10 strain growth, BacTiter-Glo luminescence, 24 h. inhibition, % at 10 µM. 1.4% of 330,000 active. AID 463195;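 active = inhibition of 40% or more at the single tested concentration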;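 also: wild-type TIM10 isogenic control strain grown at permissive 25 °C; 0% = DMSO yeast wells and 100% = minimal medium wells without yeast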
* marks the source's active call; other numbers are inactive results; x = not tested or not shown.

The opening 12 compounds (preview)
SMILES	tim23-1 inh	NLRP3 yeast inh	tim10-1 inh	NR3A LBD binder	beta cell repl	MPTP inh	APJ antag	APJ ag	TIM10 inh
Cc1cc(N2CCN(C)CC2)nc2ccc(NC(=S)NCCCN3CCc4ccccc4C3)cc12	-52	1	-22	0	-4	0.2	-6	-2	-27
O=S(=O)(/N=C(/Nc1cccc2ccccc12)c1ccccc1)c1cccs1	30	-29	24	-1	1	-0.5	8	-5	43*
COc1cccc(C(=O)Nc2cc(-c3cn4cccnc4n3)ccc2C)c1	6	1	14	0	-1	0.5	-1	1	-2
C=CCNc1nc(N2CCOCC2)nc(N2CCOCC2)n1	30	15	16	3	-3	-1.4	5	0	5
Cn1nc(C(=O)N2CCc3ccccc32)c2ccccc2c1=O	19	-24	24	2	2	3.0	-3	-2	26
CN(CC(O)COc1ccc(S(=O)(=O)N2CCOCC2)cc1Cl)C1CCCCC1 (stereo not drawn)	10	12	9	0	-2	3.9	-49	-5	-10
CC(CCc1ccccc1)NC(=O)C(=O)N1CCOCC1 (stereo not drawn)	13	11	12	0	1	-0.3	-5	-4	-8
CN(CC(O)COCc1ccccc1F)C1CCCCC1 (stereo not drawn)	-8	7	1	-1	-5	0.2	-19	-3	-22
CCNC(=O)c1ccccc1CCc1ccccc1	7	5	10	0	-1	-0.9	23	0	-27
COc1ccc2c(CC(=O)NNC(=O)c3ccc(O)cc3)coc2c1	-2	5	-11	-11	-1	-1.4	2	-2	3
COc1ccc(NC(=O)C2CCCN(C(=O)Nc3ccc(F)cc3)C2)cc1OC (stereo not drawn)	-1	3	1	1	2	-0.1	-16	-2	-11
Cc1noc(C)c1CSc1nc2[nH]ncc2c(=O)n1-c1ccccc1	10	17	14	-4	-2	-1.6	-2	-1	-6

The list itself, repeating the preview:
SMILES	tim23-1 inh	NLRP3 yeast inh	tim10-1 inh	NR3A LBD binder	beta cell repl	MPTP inh	APJ antag	APJ ag	TIM10 inh
Cc1cc(N2CCN(C)CC2)nc2ccc(NC(=S)NCCCN3CCc4ccccc4C3)cc12	-52	1	-22	0	-4	0.2	-6	-2	-27
O=S(=O)(/N=C(/Nc1cccc2ccccc12)c1ccccc1)c1cccs1	30	-29	24	-1	1	-0.5	8	-5	43*
COc1cccc(C(=O)Nc2cc(-c3cn4cccnc4n3)ccc2C)c1	6	1	14	0	-1	0.5	-1	1	-2
C=CCNc1nc(N2CCOCC2)nc(N2CCOCC2)n1	30	15	16	3	-3	-1.4	5	0	5
Cn1nc(C(=O)N2CCc3ccccc32)c2ccccc2c1=O	19	-24	24	2	2	3.0	-3	-2	26
CN(CC(O)COc1ccc(S(=O)(=O)N2CCOCC2)cc1Cl)C1CCCCC1 (stereo not drawn)	10	12	9	0	-2	3.9	-49	-5	-10
CC(CCc1ccccc1)NC(=O)C(=O)N1CCOCC1 (stereo not drawn)	13	11	12	0	1	-0.3	-5	-4	-8
CN(CC(O)COCc1ccccc1F)C1CCCCC1 (stereo not drawn)	-8	7	1	-1	-5	0.2	-19	-3	-22
CCNC(=O)c1ccccc1CCc1ccccc1	7	5	10	0	-1	-0.9	23	0	-27
COc1ccc2c(CC(=O)NNC(=O)c3ccc(O)cc3)coc2c1	-2	5	-11	-11	-1	-1.4	2	-2	3
COc1ccc(NC(=O)C2CCCN(C(=O)Nc3ccc(F)cc3)C2)cc1OC (stereo not drawn)	-1	3	1	1	2	-0.1	-16	-2	-11
Cc1noc(C)c1CSc1nc2[nH]ncc2c(=O)n1-c1ccccc1	10	17	14	-4	-2	-1.6	-2	-1	-6
Cc1ccc(S(=O)(=O)NC(CC(=O)NCC2CCCO2)c2ccco2)cc1 (stereo not drawn)	-9	22	-16	-1	-1	-2.8	-18	-5	-22
Cc1cc(-c2ccc(C)c(S(=O)(=O)N3CCN(c4ccc(F)cc4)CC3)c2)on1	33	20	30	-2	0	0.6	-10	5	23
O=C(CN1CCN(Cc2ccccc2)CC1)NCCc1ccccc1	-14	13	-6	-1	-3	-0.8	18	-2	-5
CCC1=NN2C(=N)/C(=C\c3cccn3-c3c(C)cccc3C)C(=O)N=C2S1	40	9	33	-8	-1	29	14	-2	38
Cc1noc(C)c1S(=O)(=O)Nc1ccc2c(c1)C(=O)N([C@H](C)CO)C[C@H](C)[C@@H](CN(C)S(=O)(=O)c1ccccc1)O2	7	22	-2	0	1	0.3	10	1	-2
O=C(NCCN1CCOCC1)c1ccc2c(c1)N(Cc1ccccc1F)C(=O)c1ccccc1S2	-19	10	-21	0	-4	0.8	3	2	-10
CCc1nnc(NC(=O)c2ccc(S(=O)(=O)N3CCN(Cc4ccccc4)CC3)cc2)s1	-13	20	-5	-1	-1	1.3	-12	-3	-10
COc1ccc(/C(O)=C2/C(=O)C(=O)N(CC3CCCO3)C2c2cccc(OC)c2)cc1 (stereo not drawn)	0	10	-2	1	-1	2.2	21	1	-5
O=C(Oc1cccc(Nc2ncnc3ccccc23)c1)c1ccccc1Cl	36	14	25	0	-3	2.4	-10	6	2
CC1CCCC(NC(=O)CSc2ncccn2)C1C (stereo not drawn)	35	-7	16	0	-2	-1.0	-7	-3	1
COc1cc(CCC(=O)O)on1	1	11	-17	2	2	-1.4	7	-4	1
Cc1cccc(N=C2CSC(=O)N2)c1	22	-17	19	2	-2	0.0	11	-2	10
CCOC(=O)C1CCN(C2=C(NS(=O)(=O)c3ccc(Br)cc3)C(=O)c3ccccc3C2=O)CC1	23	18	20	-12	-4	1.7	-99	7	3
COCCN(Cc1cn[nH]c1-c1ccc2cc(OC)ccc2c1)C(C)C	3	5	3	0	-2	1.2	0	-2	3
O=C(Nc1nc2c(cc3c4c(cccc42)CC3)s1)c1ccccc1Cl	11	9	10	-2	0	2.3	-6	0	-16
CCOC(=O)c1sc2nc(N3CCCC3)c3c(c2c1N)CC(C)(C)OC3	28	6	24	-4	-2	1.4	8	3	18
c1ccc(-c2csc3ncnc(N4CCN(Cc5ccc6c(c5)OCO6)CC4)c23)cc1	47	22	32	-2	-7	-0.9	22	-2	36
COc1cc(S(=O)(=O)NCCN2CCOCC2)c(OC)cc1Cl	5	-1	-2	1	-2	1.6	4	2	9
Cc1ccc(/C=C2\C(=O)ON=C2c2ccccc2)o1	53*	-31	27	0	-2	-0.1	9	-2	7
CCOC(=O)N1CCN(C(=O)c2ccc(S(=O)(=O)c3ccc(C)cc3)c(NC(C)=O)c2)CC1	17	10	17	1	-4	-1.5	-3	-3	3
O=C(Nc1ccc2c(c1)nc1n2CCN(C2CCCCC2)C1)NC1CCCCC1	12	2	13	x	-6	x	-6	3	19
Cc1nc2ccc(NS(=O)(=O)c3ccc(F)c(F)c3)cc2s1	27	3	9	0	0	5.5	-8	2	12
Cc1ccc(C(=O)Nc2ccc(N3CCCCC3)cc2)cc1	-3	31	-3	7	-3	0.9	3	1	-13
Cc1cc(Nc2ccccc2)nc(-c2ccccc2O)n1	65*	7	63*	11*	-1	2.8	6	-2	56*
O=C1C(=O)N(CC(=O)N2CCCC2)c2ccccc21	1	9	-4	0	-1	0.2	8	-4	8
O=C(Cc1ccc(Br)cc1)Nc1ccccc1Cl	15	19	3	3	0	1.5	-12	-1	-8
Cc1onc(C(=O)NN)c1-c1csc(COc2ccc(Cl)cc2)n1	-88	16	-40	1	-2	8.4	-30	2	-9
CC(C)Sc1nc2c([nH]1)c(=N)ncn2Cc1ccccc1	-3	-1	6	-1	-1	-0.7	-2	-4	-3
CCc1cc2ccc(C)cc2nc1SCC(=O)NNC(=O)c1ccco1	12	6	40*	1	1	2.3	9	-1	42*
CCc1nnc(NC(=O)CSc2ncnc3scc(-c4ccc(C)cc4)c23)s1	-23	2	17	-2	0	12	23	-2	-11
COc1cccc(NC(=O)CN(C)C(C)C(=O)NC(C)c2ccc(Cl)cc2Cl)c1 (stereo not drawn)	17	10	8	2	-2	-3.9	20	2	-2
COc1cc(/C=C/C(C)=O)cc(OC)c1OC	22	-1	22	1	0	-1.5	36	0	6
COc1ccc(-c2nc(CN(CC3CCC(=O)N3)C(C)C)c(C)o2)c(C)c1C (stereo not drawn)	16	13	22	0	0	-2.5	-5	-1	21
CCCc1nc2scc(-c3ccccc3)c2c(=O)n1N	17	21	8	-3	-1	0.1	-7	3	8
Cc1nc(SCCOc2ccccc2F)[nH]c(=O)c1Cc1ccccc1	-4	-5	-6	0	-2	0.2	-4	-1	-8
COc1ccccc1NC(=O)Cn1nc(-c2ccc(Cl)cc2)c2ccccc2c1=O	4	11	26	-6	-2	-0.3	-3	1	21
Cc1cc(C)cc(NC(=S)N2CCC(NC(=O)C3CC3)CC2)c1	-4	9	-4	1	-1	0.3	0	1	0
O=C(Nc1ccc(S(=O)(=O)Nc2ccnn2-c2ccccc2)cc1)C(F)(F)F	-2	-11	-12	-5	0	-1.3	14	-3	7
O=C1NN=C(c2ccccc2)CC1c1c[nH]c2ccccc12 (stereo not drawn)	14	15	16	-2	-1	-0.2	6	-2	17
O=C(COC(=O)CCCSc1nc2ccccc2[nH]1)Nc1cccc(F)c1	-3	9	-11	-7	0	-4.7	7	-2	2
Cc1ccccc1NNC(=O)C(=O)NNc1ccccc1C	-15	18	-28	2	-1	2.3	-12	-2	-84
c1ccc2sc(NN=C3CCCCCC3)nc2c1	26	23	13	-5	-4	1.4	-6	1	-18
N#C/C(=C\c1ccc(Sc2ccccc2)o1)c1nc2ccccc2[nH]1	13	9	13	9	-6	94*	2	-1	8
Cc1cccc(NC(=O)CCN2CCCCC2)c1	7	7	8	-1	2	0.0	12	-2	-3
COc1ccc(C(=O)c2c3ccc(OC)cc3[n+]([O-])n2CCCC(N)=O)cc1	11	1	6	0	-4	-2.4	-7	1	9
CC1CCCCC1NC(=O)CCC(=O)N1CCOc2ccc(Cl)cc21 (stereo not drawn)	2	14	12	0	7	-2.5	25	-2	4
COc1ccc(C(=O)NCC(=O)NCC(=O)OCC(=O)c2ccc(C)cc2)cc1	1	2	2	0	-2	-0.3	-3	5	9
CCN(c1ccccc1)S(=O)(=O)c1ccc(C(=O)Nc2ccccn2)cc1	7	3	0	-1	-2	1.7	4	-1	-10
O=C(CN(Cc1ccc(Cl)cc1)C(=O)CNS(=O)(=O)c1ccccc1)NCC1CCCO1 (stereo not drawn)	9	16	1	1	-1	-0.7	-15	1	-12
Cc1ccc(N2C(=O)c3cccc4cccc(c34)C2=O)cc1	-8	17	-2	0	1	-0.8	6	-3	23
O=C(CN1CCN(S(=O)(=O)c2ccccc2)CC1)Nc1ccccc1C(=O)c1ccccc1	30	6	13	1	-3	5.0	5	0	25
